# Screening results (PubChem)
# GalR3 antagonist: GalR3 antagonists in HEK293 cells, primary screen, cell-based, fluorescence readout; Galanin receptor type 3 (Homo sapiens), O60755; HEK293 GalR3-CNG cAMP membrane potential fluorescence; galR3 body fused to GalR1 C-terminus; inhibition, % at 3 µM; 360,000 tested, 0.44% active;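 active = inhibition above the screen-wide average plus 3 SD, cut at about 13% in these data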;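 note: forskolin and galanin both at EC90 stimulate the cells; cAMP rise reported by CNG channel membrane potential dye signal; 0% = forskolin plus galanin with DMSO and 100% = forskolin alone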
# Target sequence (O60755 1-299 limits assumed): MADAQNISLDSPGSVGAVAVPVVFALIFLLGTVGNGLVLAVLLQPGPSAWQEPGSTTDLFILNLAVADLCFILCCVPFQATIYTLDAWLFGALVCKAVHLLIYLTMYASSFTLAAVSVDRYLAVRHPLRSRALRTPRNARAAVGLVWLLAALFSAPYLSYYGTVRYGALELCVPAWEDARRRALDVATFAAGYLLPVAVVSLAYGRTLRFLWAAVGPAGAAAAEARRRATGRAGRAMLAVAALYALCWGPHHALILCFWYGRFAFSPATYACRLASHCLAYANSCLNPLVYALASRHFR
# V1aR counter: agonists of human V1a receptor, primary screen, counter-screen for OXTR agonist project, fluorescence, CHO-V1R cells. AID 2797, 2010. activation, % at 3 µM. 320,000 tested, 0.25% active. Fluo-8 calcium fluorescence, agonist mode; 0% DMSO, 100% 3 nM vasopressin;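 active = activation above the mean activation of all tested compounds plus 3 SD, per screening run, cut at about 20% in these data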;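 note: signal is peak over basal fluorescence ratio across a 100 second FLIPR read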
# Target sequence (P37288 whole entry, looked up): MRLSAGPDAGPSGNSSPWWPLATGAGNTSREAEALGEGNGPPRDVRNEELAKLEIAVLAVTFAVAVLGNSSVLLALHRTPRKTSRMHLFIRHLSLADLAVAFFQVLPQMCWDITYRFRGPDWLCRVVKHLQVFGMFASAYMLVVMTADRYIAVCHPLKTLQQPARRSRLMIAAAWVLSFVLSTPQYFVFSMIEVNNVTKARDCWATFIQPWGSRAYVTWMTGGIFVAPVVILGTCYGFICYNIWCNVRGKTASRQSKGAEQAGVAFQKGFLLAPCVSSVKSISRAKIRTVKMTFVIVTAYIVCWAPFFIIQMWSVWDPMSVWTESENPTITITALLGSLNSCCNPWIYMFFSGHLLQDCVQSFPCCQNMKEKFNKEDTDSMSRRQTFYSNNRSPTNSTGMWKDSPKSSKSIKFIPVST
# PfM18AAP inh: PfM18AAP inhibitors, malaria aminopeptidase, primary screen, biochemical, QFRET, recombinant enzyme; M18 aspartyl aminopeptidase (Plasmodium falciparum 3D7); H-Glu-NHMec fluorogenic cleavage; inhibition, % at 7.35 µM; 290,000 tested, 1.2% active; AID 1822, 2009;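 active = inhibition above the campaign mean inhibition over all tested compounds plus 3 SD, cut at about 28% in these data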;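 note: 0% = plate median of test compound wells and 100% = 2 mM ZnCl2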
# GPR7 antagonist: GPR7 receptor antagonists, primary screen, cell-based, fluorescence, single concentration | Neuropeptides B/W receptor type 1 (Homo sapiens), P48145 | 290,000 tested, 1.1% active | inhibition, % at 4.4 µM | GPR7-expressing cells, fluorescence antagonist assay | AID 1861, 2009; in the data active = inhibition above about 16%, passing the limit was not always enough;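 note: cells stimulated with the agonist NPW; 0% = agonist with vehicle and 100% = vehicle without agonist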
# MEKK2 WT-MEK5: modulators of MEK5 binding to wildtype MEKK2, primary screen, biochemical, multiplex bead flow cytometry, Alexa488-MEK5. Mitogen-activated protein kinase kinase kinase 2 (Homo sapiens), Q9Y2U5. Alexa488-MEK5 binding to MEKK2 WT; actives lie on both sides. binding response (% of control), % at 10 µM. 290,000 tested, 1.1% active. AID 1531, 2009; in the data active = binding response below about 67% or above about 130%
# NALP1 inh: NALP1 inflammasome inhibitors in reconstituted yeast, colorimetric, S. cerevisiae, triplicate retest | S. cerevisiae NALP1/ASC/caspase-1 growth, X-gal OD620, 72 h | AID 2071, 2009 | 280,000 tested, 0.61% active | inhibition, % at 10 µM; in the data active = inhibition mostly above about 24%, no sharp cut-off; inactive = mostly below about 32%; note: some compounds called inactive have numbers as strong as hits
# MEKK2 mut-MEK5: MEK5 binding signal on mutant MEKK2 PB1, primary screen, biochemical, multiplex bead flow cytometry, Alexa488-MEK5; percent response, % at 10 µM; 290,000 tested, 0.35% active; Alexa488-MEK5 binding to MEKK2 mutant; AID 1530, 2009; in the data active = percent response above about 24%, passing the limit was not always enough; note: inactives centre near 1; some results filed as inactive read as strong as hits
# OXTR agonist: human OXTR agonists, primary screen, fluorescence, CHO-OTR cells, Fluo-8 calcium; Oxytocin receptor (Homo sapiens), P30559; AID 2435, 2010; 320,000 tested, 0.32% active; Fluo-8 calcium fluorescence; normalized: DMSO 0%, oxytocin 100%; activation, % at 3 µM;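 active = activation above the mean of all tested compounds plus 3 SD, cutoff set per screening run, cut at about 20% in these data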;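 note: peak over basal fluorescence ratio from a 100 s FLIPR kinetic read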
# Target sequence (P30559 whole entry, looked up): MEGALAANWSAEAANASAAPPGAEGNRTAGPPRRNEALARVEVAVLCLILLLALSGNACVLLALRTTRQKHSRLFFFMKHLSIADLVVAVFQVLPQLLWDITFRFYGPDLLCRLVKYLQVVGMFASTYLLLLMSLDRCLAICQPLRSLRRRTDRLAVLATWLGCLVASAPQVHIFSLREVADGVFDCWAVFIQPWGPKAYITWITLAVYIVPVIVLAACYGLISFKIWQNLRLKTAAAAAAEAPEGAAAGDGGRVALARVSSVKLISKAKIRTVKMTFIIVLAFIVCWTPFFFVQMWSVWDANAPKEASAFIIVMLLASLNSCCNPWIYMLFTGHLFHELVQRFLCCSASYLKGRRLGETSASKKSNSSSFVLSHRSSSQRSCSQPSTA
# OXTR potentiate: human OXTR potentiators, primary screen, fluorescence, CHO-OTR cells, Fluo-8 calcium | Oxytocin receptor (Homo sapiens), P30559 | Fluo-8 calcium fluorescence, potentiator mode; 0% = oxytocin EC15, 100% = EC100 | activation, % at 3 µM | 320,000 tested, 0.061% active;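 active = activation above that plate's cutoff, the mean activation of tested compounds plus 3 SD, cut at about 6.6% in these data, passing the limit was not always enough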;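 note: 100% uses oxytocin at 75 nM as the full agonist control; some results filed as inactive read as strong as hits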
#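 System: human OTR in CHO cells; Also added: sub-maximal oxytocin, roughly EC15; Timing: compound 6 min at room temperature before oxytocin, 100 s read; Technique: Fluo-8 intracellular calcium fluorescence, ex 470-495, em 515-575 nm; Controls: oxytocin EC15 low and EC100 high; Replication: singlicate.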
# Active calls of the source: *; / = no result given; & = joins results of further samples; [ ] = another dose, or the depositor's remark.
SMILES,GalR3 antagonist,V1aR counter,PfM18AAP inh,GPR7 antagonist,MEKK2 WT-MEK5,NALP1 inh,MEKK2 mut-MEK5,OXTR agonist,OXTR potentiate
CCC(C)NC(=O)c1ccc2c(Cl)c3c(nc2c1)CCC3 (configuration not stated),-3,-1.2,-4,-8,95,0,-9,-2.4,-9
CC(=O)c1cccc(NC(=S)N2c3ccccc3CC2C)c1 (configuration not stated),3,1.1,-2,-9,101,-3,3,0.6,-9
C=CCNC(=O)c1ccccc1NC(=O)c1ccccc1N(C)S(C)(=O)=O,7,0.4,0,-12,84,-13,-7,1.3,-3
COc1ccccc1-c1nnc(N(C)C(=O)C2CCCO2)s1 (configuration not stated),-4,0.7,-4,0,107,12,7,-0.6,5
CC1CCN(CCCNC(=O)c2cc3c(=O)n(C)c4ccccc4c3n2C)CC1,-7,-0.1,-8,-1,110,22,1,-1.7,-1
O=C(NC(=S)NCCN1CCOCC1)c1ccccc1Cl,-5,-0.1,-14,0,102,-3,0,-0.3,-10
O=S(=O)(N1CCCCC1)N1CCN(c2cc(Cl)ccc2Cl)CC1,-4,-0.1,-8,6,89,11,-6,-1.6,-14
Cc1ccccc1NC(=S)Nc1cccc2cnccc12,-4,0.3,16,5,84,-11,-5,0.5,-4
CC(C)(CNC(=O)c1ccc(Br)o1)N1CCOCC1,0,/,-1,-13,95,20,-4,/,/
COc1ccccc1C(=O)Nc1ccnn1C1CCN(Cc2ccccc2OCCO)CC1,-2,-0.9,2,-17,110,10,7,-1.2,-5
COc1ccc(C(=O)N=c2sc3c(C)ccc(OC)c3n2C)cc1OC,-2,0.0,1,-1,97,/,-1,0.4,-4
Cc1nn(C(C)(C)C)c(C)c1/C=N/OC(=O)Nc1ccc(Cl)cc1,-7,6.3,-6,-6,106,/,1,2.8,-16
Cn1cnnc1SCC(=O)Nc1cc(S(=O)(=O)N2CCCCC2)ccc1Cl,4,-0.6,-20,7,63,6,-25,0.1,0
Cc1ccc2oc(C(=O)NCCC3CCCCO3)c(C)c2c1 (configuration not stated),0,/,0,-8,101,2,1,/,/
CCC(C(=O)NCc1ccncc1)c1ccccc1 (configuration not stated),-5,1.0,8,11,93,-4,-6,0.3,2
CCCn1c(C(O)c2ccc3c(c2)OCO3)nc2ccccc21 (configuration not stated),-3,0.5,5,-18,102,-7,4,0.6,0
Cc1sc(NC(=O)C2CCCCC2C(=O)O)c(C(N)=O)c1-c1ccc(C(C)(C)C)cc1 (configuration not stated),-1,-0.1,2,-1,98,7,10,0.0,-5
COc1cc(OC)cc(C(=O)Nc2ccccc2S(=O)(=O)N2CCCC2OC(C)=O)c1 (configuration not stated),-10,-0.5,-6,-7,106,16,5,-2.4,4
CN(Cc1ccccc1F)c1nc(-c2cccs2)nc2ccccc12,-4,2.0,2,-15,108,29,1,0.3,-7
CCN(CC)C(=O)C1CCN(C(=O)c2oc3ccc(C)cc3c2C)CC1,-2,-0.4,-2,-9,108,2,7,-0.7,-7
COc1ccc(NC(=S)NNC(=O)C2CC2c2ccc(C)cc2)cc1 (configuration not stated),0,-0.9,8,1,85,23,-4,-0.5,-6
CC(C)(CO)NCc1c(OCc2ccc(Cl)cc2)ccc2ccccc12,-12,12,-9,32*,112,30,-5,13,-24
O=C(CCCN1C(=O)CCC1=O)Nc1ccc2c(c1)OCO2,1,-0.6,-6,-17,104,-10,8,-0.4,-12
CC1CCCCC1NC(=O)COc1ccc(C#N)cc1 (configuration not stated),-5,-0.1,/,/,/,/,/,1.8,1
COC(=O)c1cc(S(=O)(=O)NCCCc2ccco2)c[nH]1,0,1.1,-2,11,98,16,-3,1.3,-10
# Later entries
SMILES,GalR3 antagonist,V1aR counter,PfM18AAP inh,GPR7 antagonist,MEKK2 WT-MEK5,NALP1 inh,MEKK2 mut-MEK5,OXTR agonist,OXTR potentiate
CCOc1cccc2c1OC1(C)CC2NC(=O)N1c1ccc(OC)cc1 (configuration not stated),5,-0.4,-8,-8,98,29,4,-0.9,-17
O=C(NCC1CCCO1)c1ccccc1OCc1ccc(Cl)cc1 (configuration not stated),-4,3.1,/,/,/,/,/,-2.2,2
COCCn1c(SCc2cccc([N+](=O)[O-])c2)nc2ccccc2c1=O,-11,1.1,-7,8,108,-26,8,0.4,-6
Cc1ccc(/C=N/NC(=O)c2ccoc2C)s1,-6,-0.3,-18,-6,104,36,0,-0.9,-2
O=Cc1c(NCc2ccccc2Cl)c2ccccc2[nH]c1=O,-3,0.9,-1,-11,109,13,15,-1.1,-2
COc1ccc(-n2cnc3ccccc3c2=O)c([N+](=O)[O-])c1,-7,/,-5,-19,108,4,4,/,/
CC(=O)Nc1ccc(N/C(N)=N/c2nc(C)cc(C)n2)cc1,2,0.7,-4,-5,81,7,-15,-0.2,-8
CC(C)NC(=O)NNC(=O)c1nn(-c2ccc(F)cc2)ccc1=O,-5,0.6,3,-13,98,2,0,0.6,2
COc1cc(CO)ccc1OCc1ccc(Cl)nc1,-2,-0.1,-7,-11,100,/,1,-0.2,-3
Cc1c(CCOC(=O)CC23CC4CC(CC(C4)C2)C3)sc[n+]1Cc1ccccc1,0,-0.2,1,17,118,22,1,-1.7,-12
Cc1cc(Nc2ccccc2)nn1C(=O)c1ccc(Br)cc1,-2,-0.7,-7,-4,107,-1,1,0.0,2
CC(=O)N=c1sccn1CC(O)c1ccccc1 (configuration not stated),-12,0.8,0,-4,102,0,3,0.1,-8
Cc1ccc(C(=O)CSc2nnc3ccccn23)c(C)c1,1,-0.3,0,1,115,7,8,-1.1,-2
Cc1[nH]c(=O)c(S(=O)(=O)c2ccccc2)c(C)c1Cl,-15,1.6,4,-13,106,-3,10,1.1,-7
C/C(N)=C(/C#N)C(=O)CSc1nnc(Nc2cccc(C)c2C)s1,-4&-4,2.0,-2,-16,98,-8,3,3.7,-12
Cc1ccc(NS(=O)(=O)c2ccc3c(c2)CC(=O)N3)cc1F,-4,0.6,/,/,/,/,/,1.6,-6
O=C(Nc1ccc2c(c1)CCC2)c1ccccc1,-2,-0.9,0,5,109,45,18,-1.9,0
Cc1nnc(N2C(=O)C(=O)/C(=C(/O)c3ccc4c(c3)CC(C)O4)C2c2ccccc2F)s1 (configuration not stated),2,2.0,6,2,104,-4,8,-0.5,1
CC(=O)Nc1ccc(-c2sc(Nc3cccc4ccccc34)n[n+]2-c2ccccc2)cc1,-3,1.8,3,12,159*,12,10,0.2,-12
NC(=O)CC(NC(=O)Cc1cccc2ccccc12)c1ccc(NCCc2ccc(F)cc2)c([N+](=O)[O-])c1 (configuration not stated),-2,-0.3,/,/,96,/,3,0.0,-4
CCCC(C)C(=O)Nc1nc(C)c(-c2csc(Nc3ccccc3OC)n2)s1 (configuration not stated),-5,-1.4,8,-29,108,-10,3,-2.5,-22
Cc1cc(OCC(=O)O/N=C(\N)Cc2cccs2)ccc1Br,-8,0.5,2,-6,98,7,-2,-0.6,-10
COc1cccc(OCC(=O)Nc2ccccc2C(=O)Nc2ccc(C(=O)O)cc2)c1,-1,0.4,-12,-1,82,18,-12,0.6,-1
COc1ccc2nc(SCC(=O)Nc3nonc3C)[nH]c2c1,0,0.3,-11,-2,95,-3,-1,-0.5,-14
COC(=O)c1cc(OC)c(OC)cc1NC(=O)CN1CCCCC1,/,0.9,-3,-6,-4.0*[inhibitor],27,-26,-0.4,-3
# The results go on.
SMILES,GalR3 antagonist,V1aR counter,PfM18AAP inh,GPR7 antagonist,MEKK2 WT-MEK5,NALP1 inh,MEKK2 mut-MEK5,OXTR agonist,OXTR potentiate
COc1ccc2sc(-c3ccc(S(C)(=O)=O)cc3)c(C(=O)NCCCN3CCCC3=O)c2c1,-5,0.2,/,/,/,/,/,0.4,9
CC1CCC(NC(=O)COC(=O)c2cccnc2Cl)CC1 (configuration not stated),-6,-0.1,/,/,/,/,/,0.1,-1
Cc1ccc(OC(=O)COc2ccccc2C)cc1,-8,-0.4,11,-4,105,10,3,-1.6,2
Cn1ccnc1SCC(=O)c1ccc(F)cc1,-6,0.1,/,/,/,/,/,0.2,-6
CCn1c(COc2ccc(=O)n(-c3ccccc3)n2)nnc1SCc1ccc(C)cc1,-4,0.0,-2,-7,99,1,2,-1.4,-10
Cc1ccc(-c2nnn(CC(=O)N(CC3CCCO3)C(C(=O)NC(C)(C)C)c3ccc(F)cc3)n2)o1 (configuration not stated),-7,-1.2,-6,-8,100,-71,1,-0.8,1
CCOc1cc(/C=N/NC(=O)COc2cccc(C)c2)ccc1OC(=O)c1cccs1,-4,0.9,9,-12,/,5,/,1.6,-8
COc1ccc(NC(=O)COC(=O)CCc2ccc(S(=O)(=O)N3CCOCC3)cc2)cc1OC,-5,1.5,/,/,/,/,/,2.7,-4
Cc1ccc(S(=O)(=O)/N=C/c2c(O)ccc3ccccc23)cc1,-12,0.1,3,-11,98,-5,4,-0.2,-7
CC1CCN(CCCn2c(SCC(=O)Nc3ccccc3Cl)nc3ccccc3c2=O)CC1,0,1.1,-7,16,102,13,-9,0.1,-7
CCN1CCSc2ccc(C(=O)NCc3ccc(OC(C)C)cc3)cc21,/,-0.6,4,12,100,0,-2,-1.5,-4
COc1cccc(Cn2nnc(C(=O)Nc3cc(C)ccc3OC)c2N)c1,/,0.6,4,2,108,-15,5,-0.4,-1
Cc1cccc2cc(C#N)c(N3CCN(C)CC3)nc12,-5,-0.2,28,-7,100,23,0,0.9,-17
COc1cc(NC(=O)c2cc3nc(C4CC4)cc(C(F)(F)F)n3n2)c(OC)cc1Cl,-4,-1.0,-3,-18,/,15,/,0.2,0
CCCC(=O)OCC(=O)Nc1ccc2c(c1)OCO2,4,1.1,-7,-12,81,9,-6,0.7,2
CCC1=C(OC(=O)N(CC)CC)N2C(=O)OC(=NCc3ccccc3)[C@]2(C)[C@H]2C1=CC[C@H]1C(=O)NC(=O)[C@H]12,-4,-0.6,/,/,100,/,1,-1.1,-2
COc1cccc(-n2nnc3c(=O)n(CC(=O)Nc4cc(C)on4)cnc32)c1,-5,-0.8,4,8,108,-1,6,-1.2,-3
N#C/C(C(=O)NCc1ccco1)=C1/SC=C(c2ccccc2)N1c1ccccc1,1,-0.4,5,-20,97,27,-1,-2.4,-2

# Filtered by structure, the compounds so far with a nitro group on carbon.
SMILES,GalR3 antagonist,V1aR counter,PfM18AAP inh,GPR7 antagonist,MEKK2 WT-MEK5,NALP1 inh,MEKK2 mut-MEK5,OXTR agonist,OXTR potentiate
COCCn1c(SCc2cccc([N+](=O)[O-])c2)nc2ccccc2c1=O,-11,1.1,-7,8,108,-26,8,0.4,-6
COc1ccc(-n2cnc3ccccc3c2=O)c([N+](=O)[O-])c1,-7,/,-5,-19,108,4,4,/,/
NC(=O)CC(NC(=O)Cc1cccc2ccccc12)c1ccc(NCCc2ccc(F)cc2)c([N+](=O)[O-])c1 (configuration not stated),-2,-0.3,/,/,96,/,3,0.0,-4
